Bioassay records from PubChem BioAssay.
ssDAF12 agonist = activates DAF-12 receptor from parasite S. stercoralis. HEK293 ssDAF-12/GRIP1 lit1-tk-luc reporter, luminescence; % of 3 µM dafachronic acid response. activation, % at 6.8 µM. hit rate 1% among 370,000;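 active means activation above the mean over all tested compounds plus 3 SD, cut at about 0.9% in these data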;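 further: 0% = DMSO-only wells and 100% = 3 µM delta7-dafachronic acid wells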
DAX1 inh-1 = NR0B1 (DAX1) inhibition; P51843; HEK293 Gal4-DAX1 luciferase reporter, luminescence; inhibition, % at 6.75 µM; hit rate 0.99% among 340,000; AID 504766;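 active means inhibition above the mean over all tested compounds plus 3 SD, cut at about 4.2% in these data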;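 further: 0% = DAX1-transfected cells with DMSO and 100% = empty-vector control cells with DMSO; inhibition shows as a rise in luminescence from relieved DAX1 repression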
Target sequence (P51843 207-470 limits assumed): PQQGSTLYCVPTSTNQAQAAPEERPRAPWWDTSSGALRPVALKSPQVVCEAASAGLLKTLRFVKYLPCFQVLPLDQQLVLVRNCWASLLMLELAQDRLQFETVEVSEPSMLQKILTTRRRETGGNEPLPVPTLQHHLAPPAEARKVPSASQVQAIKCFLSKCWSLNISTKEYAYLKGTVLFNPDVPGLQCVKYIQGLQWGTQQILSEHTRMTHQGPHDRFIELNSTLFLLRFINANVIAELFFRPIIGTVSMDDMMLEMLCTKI
NPR2 activator = GC-B (human) receptor activation; HEK293-GC-B cells, CNP EC30, cGMP TR-FRET; 0% at EC30 CNP, 100% saturating CNP; P20594; hit rate 0.11% among 370,000; activation, % at 10 µM;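 active means activation at 10 µM reaching about 35% in either raw or pattern-adjusted values, limit read from the data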
GAA850 FXN act = frataxin GAA850 promoter activation | hit rate 0.56% among 360,000 | HEK293 lucGAA850 FXN promoter luciferase reporter, 24 h; percent of 10 µM SAHA response | activation, % at 6 µM;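 active means activation above the average of all compounds screened plus 3 SD, cutoff fixed separately per campaign, cut at about 7.5% in these data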;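 further: 0% = DMSO wells and 100% = 10 µM SAHA wells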
GC-A act = GC-A (human) enzyme activation | hit rate 0.14% among 370,000 | AID 1671463 | activation, % at 10 µM | P16066 | HEK293 GC-A cells, cGMP TR-FRET, EC30 ANP; 0% at EC30 ANP, 100% saturating ANP; in the data active means activation above about 40%
HGIII-sPLA2 inh = Blocks human group III sPLA2 activity; QFRET BODIPY PC-A2 liposome hydrolysis, fluorescence; inhibition, % at 12.2 µM; Q9NZ20; hit rate 0.56% among 370,000;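 active means inhibition above mean plus 3 SD of compounds lying within the high and low control bounds, cut at about 19% in these data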;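 further: 0% = median of test compound wells and 100% = no enzyme DMSO wells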
Target sequence (Q9NZ20 whole entry, looked up): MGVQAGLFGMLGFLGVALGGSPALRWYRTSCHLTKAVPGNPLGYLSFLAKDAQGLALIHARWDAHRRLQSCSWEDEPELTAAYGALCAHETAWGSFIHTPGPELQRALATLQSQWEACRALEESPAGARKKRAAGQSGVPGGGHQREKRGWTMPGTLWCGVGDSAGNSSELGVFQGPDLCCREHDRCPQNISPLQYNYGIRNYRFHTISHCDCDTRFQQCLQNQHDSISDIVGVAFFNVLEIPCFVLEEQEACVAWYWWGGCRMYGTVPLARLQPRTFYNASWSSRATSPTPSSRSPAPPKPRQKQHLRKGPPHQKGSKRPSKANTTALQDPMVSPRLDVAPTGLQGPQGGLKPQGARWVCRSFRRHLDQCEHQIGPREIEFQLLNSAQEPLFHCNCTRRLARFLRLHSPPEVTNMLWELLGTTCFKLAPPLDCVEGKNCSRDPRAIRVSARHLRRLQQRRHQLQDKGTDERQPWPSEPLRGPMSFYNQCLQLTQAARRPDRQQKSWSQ
hcDAF-12 act = activators of H. contortus DAF-12 nuclear receptor; activation, % at 6.8 µM; hit rate 1.4% among 370,000; HEK293 hcDAF-12 lit1-tk-luc reporter, luminescence; 0% DMSO, 100% Δ7-dafachronic acid;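 active means activation above the mean of all tested compounds plus 3 SD, cut at about 5.5% in these data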;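 further: 100% = response to 3 µM Δ7-dafachronic acid high control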
KLK7 zymogen act = activates the human kallikrein-7 zymogen; purified proKLK7, EDANS-DABCYL substrate fluorescence; 100% is mature enzyme control, 0% vehicle; activation, % at 7 µM; hit rate 0.9% among 370,000;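 active means activation above the mean of all tested compounds plus 3 SD, computed per campaign excluding outliers beyond control limits, cut at about 13% in these data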
Target sequence (P49862 whole entry, looked up): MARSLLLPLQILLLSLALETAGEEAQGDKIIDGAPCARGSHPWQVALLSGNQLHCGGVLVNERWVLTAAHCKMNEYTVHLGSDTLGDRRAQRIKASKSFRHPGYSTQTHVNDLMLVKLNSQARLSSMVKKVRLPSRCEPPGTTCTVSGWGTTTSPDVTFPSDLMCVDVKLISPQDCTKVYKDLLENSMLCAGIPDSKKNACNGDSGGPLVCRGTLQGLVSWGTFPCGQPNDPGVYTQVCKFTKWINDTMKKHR
SMARCA2 act = SMARCA2 function activation, primary screen; activation, % at 9.1 µM; hit rate 1% among 370,000; MG213 cells, MMTV-luciferase reporter, dexamethasone, overnight; in the data active means activation above about 7.8%;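 further: 0% = vehicle wells and 100% = reference activator wells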
hgDAF12 agonist = activates the H. glycines DAF-12 receptor ligand-binding domain; HEK293 GAL4-hgDAF12 UAS-luciferase reporter, agonist luminescence; normalized to butyrate control; activation, % at 6.8 µM; hit rate 1.8% among 370,000;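 active means activation above a cutoff set at the mean of all screened compounds plus 3 SD, cut at about 10% in these data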;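 further: 0% = DMSO wells and 100% = sodium butyrate wells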
DAX1 inh-2 = inhibitors of DAX1 repression of SF-1 activated StAR promoter; HEK293T StAR-luciferase reporter, SF-1/DAX-1 repression relief; inhibition, % at 6.8 µM; hit rate 1.1% among 370,000; AID 652010;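 active means inhibition above the mean over all tested compounds plus 3 SD, cut at about 3.6% in these data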;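 further: 0% = DAX-1 cells with DMSO and 100% = cells lacking DAX-1 with DMSO; higher inhibition means more luminescence from relief of DAX-1 repression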
* marks the source's active call; other numbers are inactive results; nt = not tested or not shown. Rows were taken by chance. About 6.7% of those tested had a hit in this group.

SMILES	ssDAF12 agonist	DAX1 inh-1	NPR2 activator	GAA850 FXN act	GC-A act	HGIII-sPLA2 inh	hcDAF-12 act	KLK7 zymogen act	SMARCA2 act	hgDAF12 agonist	DAX1 inh-2
O=C(c1ccc2c(=O)n(-c3ccccc3)c(=S)[nH]c2c1)N1CCN(c2ccccc2)CC1	-1.4	0.3	0	0.3	0	3	-0.9	0.1	-5	3.5	-0.9
CCOc1cc(/C=N\NC(=O)Cc2ccccc2)ccc1OCC(=O)Nc1ccc(C)c(C)c1	-1.4	1.5	4	-0.9	5	8	-0.8	0.2	0	-0.3	0.2
c1ccc2c(Nc3nnc(-c4ccncc4)s3)cccc2c1	-0.3	0.7	-7	3.2	0	-11	2.2	0.4	1	10*	0.9
Cc1nc(-c2ccc(C#N)cc2)cs1	-1.9	1.2	-3	-0.6	-4	11	-2.9	-0.3	-3	1.2	0.4
CCN1CCN(c2ccc(NC(=O)CC3OC(=O)c4ccccc43)cc2C)CC1 (stereo not given)	-1.1	1.3	6	2.7	3	13	2.4	0.0	0	7.7	1.4
Cn1c(=O)[nH]c(=O)c2c1nc(Br)n2CCCSc1nc2ccccc2o1	-1.8	-1.0	1	4.5	-3	4	-1.8	-0.4	-6	-4.4	-2.0
CCCCOc1ccc(/C=C/C(=O)OCC(=O)c2c(N)n(C)c(=O)n(C)c2=O)cc1OCC	-0.7	0.5	2	0.4	2	-1	-1.8	-0.8	-1	1.0	-0.3
O=c1ncn(-c2ccc(F)cc2)c2ncccc12	-1.9	0.0	-5	-0.7	0	4	-3.0	0.2	-2	-2.3	-0.5
CCOc1ccc(Oc2c(Cl)cnn(Cc3cccc4ccccc34)c2=O)cc1	-1.3	nt	0	nt	5	7	-1.0	0.0	-2	0.2	0.8
COc1ccc(S(=O)(=O)NC2CC(C)(C)NC(C)(C)C2)cc1C(C)C	-2.2	-0.4	-5	-1.0	-1	-1	-1.7	-0.3	-1	-0.9	0.4
COc1ccc(S(=O)(=O)Nc2ccccc2OC)cc1N=Nc1c(O)[nH]c(=S)[nH]c1=O	-0.9	-0.1	-11	-0.4	2	3	2.0	0.1	1	5.7	0.2
C=CCn1c(N)cc(=O)nc1SC(CC)C(=O)Nc1ccc(C(C)=O)cc1 (stereo not given)	-1.1	-0.6	4	2.1	7	-2	0.5	-0.3	0	-0.8	-0.3
Cc1ccc([N+](=O)[O-])cc1-c1ccc(/C=N/NC(=O)c2cc3c(ccc4ccccc43)o2)o1	-0.8	0.2	-3	1.7	-1	-1	0.3	-0.1	2	1.1	0.1
OC(c1ccccc1)(c1ccccc1)C1CCN(CCCOc2cccc(F)c2)CC1	-1.1	nt	-11	nt	-13	-14	0.6	0.2	-5	2.7	-0.4
CN1C(=O)c2ccc(NC(=O)c3c(C(=O)O)cccc3[N+](=O)[O-])cc2C1=O	-0.4	-0.2	3	0.7	0	19	-1.4	-14	-3	-0.2	-0.3
CCOC(=O)N1CCC(NC(=O)Cn2ncc3c2-c2cc(C)ccc2OC3)CC1	-0.5	2.5	3	-0.5	-6	5	-1.2	-0.1	2	-3.0	1.0
O=C1NCCC12C(=O)Nc1ccccc12 (stereo not given)	-1.6	1.2	-2	-1.5	-1	5	0.1	0.2	0	-1.0	-0.9
CCCCCCCC/C=C\CCCCCCCC(=O)NCCc1ccc(O)c(O)c1	-2.6	-4.7	-6	-1.3	-12	5	-5.6	-0.3	-9	-12	-4.7
COc1ccc(Nc2nc(Nc3ccc(OC)cc3)nc(SC3=NCCS3)n2)cc1	-1.8	-0.6	1	-1.7	9	-1	-3.0	0.7	-5	-2.0	-2.3
COc1ccc2oc(C(=O)OCC(=O)NC(=O)NC(C)C)c(C)c2c1	-1.4	0.3	-1	-1.6	-1	-8	-0.9	-2.7	2	1.8	0.2
CC(=O)N1c2ccccc2N2C(c3c(C)c(C)cc(C)c3C)=NON12	-0.7	3.7	-6	-3.7	-2	-26	-1.5	0.0	-2	-2.1	-0.4
O=C(O)Cn1ncc2c1-c1ccoc1CC2	-0.1	0.5	3	-1.4	4	0	4.7	-0.5	3	0.7	0.5
COc1ccc(C(=O)NCc2cccc(Cl)c2)cc1S(=O)(=O)N1CCOCC1	-1.1	2.0	6	3.0	-2	-2	-0.9	0.2	-2	-1.2	-1.2
CC1=CC2=NC(=O)/C(=C\c3cc(C)n(-c4ccccc4)c3C)C(=N)N2O1	-0.7	-0.1	-9	-1.4	1	18	-1.0	-0.3	-3	-2.0	0.3
COC(=O)Cn1c(=NC(=O)c2cc(OC)c(OC)c(OC)c2)sc2cc(OC)ccc21	-1.1	-0.9	19	0.9	20	14	0.1	-7.5	-1	-1.7	-0.6

Following part.
SMILES	ssDAF12 agonist	DAX1 inh-1	NPR2 activator	GAA850 FXN act	GC-A act	HGIII-sPLA2 inh	hcDAF-12 act	KLK7 zymogen act	SMARCA2 act	hgDAF12 agonist	DAX1 inh-2
CCOC(=O)Cn1c(Br)nc2c1c(=O)[nH]c(=O)n2C	-0.2	-0.9	1	1.1	-3	1	0.3	0.4	-2	-0.6	-0.2
CCOC(=O)C1CCN(C(=O)Cn2cnc3sc(C)c(S(=O)(=O)N4CCOCC4)c3c2=O)CC1	-0.8	0.1	2	1.6	-1	9	2.1	-0.5	-2	3.1	0.5
CCCCCCCCN1C(=O)[C@H](CC(=O)NCCCC)C[C@@]2(C(=O)OCC)CCCC=C12	-1.1	nt	1	nt	-7	-3	0.7	-0.2	-6	3.9	-1.4
COc1ccc(CNC(=O)CN2CCN(S(=O)(=O)c3c(C)c(C)cc(C)c3C)CC2)cc1OC	-1.3	0.1	3	-1.5	1	-18	-1.7	0.4	3	-1.9	-0.9
O=C(Cc1n[nH]c(=O)c2ccccc12)OCc1c(Cl)cccc1Cl	-2.1	-1.0	3	-2.6	2	-1	-0.2	0.0	2	1.2	-0.8
CC(C)(C)c1ccc(CSc2ccc(S(=O)(=O)N3CCOCC3)cn2)cc1	-1.3	-0.5	4	-0.2	0	-9	-2.0	0.0	-1	-3.2	-0.5
Cc1ccc(-c2cc(C(=O)Nc3cccnc3)c3ccccc3n2)s1	-0.4	0.0	-3	1.4	-4	-4	0.4	-67	0	-2.2	1.8
C/C(=N\NC(=O)c1ccccc1N)c1ccc(NC(=O)Cc2ccccc2)cc1	0.7	6.9*	1	2.5	0	-1	3.3	2.4	2	8.3	1.8
CCOc1ccccc1Nc1nc(N)nc(CSc2nccc(C)n2)n1	-1.3	-0.3	0	0.5	-1	-3	-1.5	-0.1	-4	-2.3	-0.9
Cc1ccc(S(=O)(=O)N2CCC[C@H]2C(=O)OCC(=O)c2ccc3c(c2)NC(=O)CO3)cc1	-1.8	0.5	5	1.2	6	-12	-0.2	0.7	3	0.8	-0.9
c1ccc2c(c1)-c1cccc3cncc-2c13	-1.2	-0.6	-5	0.0	1	-2	0.7	-6.0	-1	3.0	-0.2
C=CCn1c(SCC(=O)c2c(N)n(C3CC3)c(=O)[nH]c2=O)nnc1-c1ccccc1OC	-0.7	0.6	-1	2.3	0	11	1.6	-0.5	-2	3.3	-0.5
COc1cc2c(cc1OC)[C@H](C)N(C(=S)Nc1ccc(F)cc1)CC2	-1.3	nt	6	-1.9	-1	8	-1.0	2.4	-2	-2.1	-0.3
COc1ccc(C)cc1S(=O)(=O)Nc1ccc2c(c1)N(C(C)=O)CCC2	-0.6	-1.7	-10	-1.1	-2	-4	-1.4	-0.9	-1	-2.9	-0.9
CCCCOC(=O)n1c(=O)oc2ccccc21	-0.7	1.7	2	0.7	2	4	3.0	0.5	1	5.9	0.9
CO/N=C/C(=N\Nc1ccccc1)C(=O)c1ccccc1	-1.4	0.1	-4	2.6	-4	1	-1.7	-0.6	-4	4.2	-0.3
Cc1ccc2c(c1)nnn2C1CCN(S(=O)(=O)c2ccc3ccccc3c2)CC1	-1.8	-0.9	-6	0.5	-29	-12	-2.8	0.0	-4	-1.0	-0.5
CC1CCc2c(sc(NC(=O)c3ccc(Cn4cc([N+](=O)[O-])cn4)o3)c2C#N)C1 (stereo not given)	-0.6	0.3	-3	0.2	2	4	0.1	0.5	-4	0.7	-0.2
CCOC(=O)Cc1csc(NC(=O)c2c(O)c3ccccc3n(CC(C)C)c2=O)n1	-1.0	0.3	3	0.9	2	-4	-0.5	0.0	0	-0.1	0.4
CCS(=O)(=O)N1CCN(CC(=O)NC2CCCCC2)CC1	-1.1	-0.2	-1	2.1	7	7	-0.5	-0.3	-3	-2.3	0.1
Cc1nc2ccc(S(=O)(=O)NC(C(=O)N3CCC(C)CC3)C(C)C)cc2s1 (stereo not given)	-0.4	-1.0	-5	-0.5	3	13	-0.1	-0.3	-1	-2.2	0.4
O=C(c1ccccc1)C1CCN(C(=O)c2cccs2)CC1	-1.1	-0.1	3	-0.6	-2	15	0.3	0.3	-7	-1.6	0.3
O=C1ON(Cc2ccccc2)C(c2ccccc2)N1c1ccccc1 (stereo not given)	-1.3	1.7	3	-1.0	-2	-2	0.9	0.0	11*	-1.3	0.7
COc1cccc(CNC(=O)C2CCN(S(=O)(=O)c3ccc4c(c3)CC(C)N4C(=O)C3CC3)CC2)c1 (stereo not given)	-1.2	-0.5	0	1.4	-1	-12	-3.9	0.4	0	-2.6	-0.6
O=C(c1ccc(S(=O)(=O)Nc2ccccc2F)cc1)N1CCCCCC1	-0.5	0.1	4	-0.1	0	-2	-0.3	-0.2	-2	-0.9	0.3

The results go on.
SMILES	ssDAF12 agonist	DAX1 inh-1	NPR2 activator	GAA850 FXN act	GC-A act	HGIII-sPLA2 inh	hcDAF-12 act	KLK7 zymogen act	SMARCA2 act	hgDAF12 agonist	DAX1 inh-2
CCOC(=O)Cn1c(=O)oc2cc(S(=O)(=O)NCC3CCCO3)ccc21 (stereo not given)	-1.9	-0.8	1	-0.8	1	-4	0.4	-0.7	-1	-1.9	1.0
N#Cc1ccc(CSc2nnc(-c3ccccc3)n2Cc2ccco2)cc1	-2.0	-0.7	-11	-1.9	-11	-5	-1.4	-0.3	-1	0.8	-0.1
O=C(COc1ccccc1)Nc1nnc(S(=O)(=O)N2CCCCC2)s1	-0.9	0.1	3	0.3	0	1	-2.1	-0.7	-4	3.1	-0.1
Cc1cc(-c2nnn(CCCOC(C)(C)C)c2C)ccc1-c1cn(CCCOC(C)(C)C)nn1	-0.7	0.5	5	-0.4	2	1	-0.9	0.2	-4	-1.6	-0.9
C[C@H]1CNC(=O)c2c(C(=O)N[C@@H](Cc3c[nH]c4ccccc34)C(=O)OC(C)(C)C)ncn21	-1.1	-0.2	1	-1.4	0	-64	-1.5	0.6	-5	-2.4	1.0
COc1ccc(NC(=O)CN(C)S(=O)(=O)c2ccc(Br)s2)cc1OC	-1.0	0.5	4	0.4	2	3	-0.2	-0.7	-4	-1.0	-0.3
Cc1cc(NS(=O)(=O)c2ccc(NC(=S)NC(=O)c3ccc(Cl)cc3Cl)cc2)no1	-1.2	-0.1	9	1.2	1	1	-0.6	-0.5	0	1.7	1.0
COc1ccc(NC(=O)C2=C(C)NC(=O)NC2c2ccccc2[N+](=O)[O-])cc1 (stereo not given)	-0.4	0.6	-2	0.8	4	5	-1.6	0.7	-3	-1.5	-0.2
